# Bioassay records as filed in PubChem.
# TRPC4 inh = inhibitors of mouse TRPC4 channel, primary screen, Fluo4 calcium, HEK293 TRPC4beta/mu-opioid cells | Short transient receptor potential channel 4 (Mus musculus), Q9QUQ5 | DAMGO-evoked Fluo4 calcium flux; stronger effect = lower value | B-score at 10 µM | 0.39% of 300,000 active | AID 2247, 2010;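 active means B-score over 3 SD under the library average, no early fluorescence shift, positive overall ratio signal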
#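 Material: HEK293 cells with stable TRPC4beta plus mu-opioid receptor expression; probe or stimulus: DAMGO in two steps, submaximal then maximal; technique: Fluo4 calcium fluorescence by kinetic imaging, 5 s 1 Hz baseline; measure: integrated fluorescence ratio relative to baseline, converted to per-well B score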
# TRPC6 act = mouse TRPC6 channel activators, primary screen, cell-based, HEK293, membrane potential dye | Short transient receptor potential channel 6 (Mus musculus), Q61143 | HEK293-TRPC6 membrane potential dye fluorescence; stronger effect = higher value | B-score at 10 µM | 0.13% of 310,000 active | AID 2550, 2010;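 active means B-score of the integrated fluorescence ratio above library mean plus 3 SD, and starting fluorescence ratio within library mean plus 5 SD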;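 further: higher score means more depolarization so channel activation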
# Target sequence (Q61143 whole entry, looked up): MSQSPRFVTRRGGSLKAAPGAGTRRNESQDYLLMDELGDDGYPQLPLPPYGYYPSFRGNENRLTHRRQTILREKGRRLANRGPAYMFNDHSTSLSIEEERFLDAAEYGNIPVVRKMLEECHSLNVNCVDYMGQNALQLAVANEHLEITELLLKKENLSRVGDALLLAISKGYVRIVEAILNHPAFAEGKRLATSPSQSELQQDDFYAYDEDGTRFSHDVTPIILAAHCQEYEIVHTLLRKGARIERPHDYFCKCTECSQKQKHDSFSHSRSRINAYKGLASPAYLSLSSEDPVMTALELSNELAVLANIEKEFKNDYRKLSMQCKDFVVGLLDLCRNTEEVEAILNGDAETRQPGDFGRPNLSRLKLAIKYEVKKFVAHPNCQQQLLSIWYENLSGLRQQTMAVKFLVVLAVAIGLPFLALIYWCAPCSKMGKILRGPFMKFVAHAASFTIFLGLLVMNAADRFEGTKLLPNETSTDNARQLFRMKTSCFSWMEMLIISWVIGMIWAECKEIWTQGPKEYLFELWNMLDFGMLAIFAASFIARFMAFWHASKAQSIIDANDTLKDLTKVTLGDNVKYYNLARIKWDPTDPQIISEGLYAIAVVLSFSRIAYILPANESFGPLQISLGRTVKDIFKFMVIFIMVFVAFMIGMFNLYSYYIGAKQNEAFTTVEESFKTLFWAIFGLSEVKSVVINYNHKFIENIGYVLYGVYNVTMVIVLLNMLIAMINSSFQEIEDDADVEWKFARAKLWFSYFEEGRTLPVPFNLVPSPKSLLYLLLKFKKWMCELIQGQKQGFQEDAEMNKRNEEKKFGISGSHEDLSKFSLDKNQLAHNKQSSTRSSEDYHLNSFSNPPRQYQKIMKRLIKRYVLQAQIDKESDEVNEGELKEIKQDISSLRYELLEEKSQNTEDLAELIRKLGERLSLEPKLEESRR
# AI-2 QS mod = Vibrio harveyi AI-2 quorum sensing modulators, primary screen, JMH597 strain, luminescence/OD600 ratio | Vibrio harveyi JMH597 AI-2 luminescence/OD600 ratio, 9 h; stronger effect = lower value; strain lacks LuxN and CqsS sensors; 0 = neutral-control median | activity change, % at 7.5 µM | 0.4% of 300,000 active | AID 2094, 2009; in the data active means activity change below about -75%, passing the limit was not always enough;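 further: luminescence divided by OD600 gain over 9 h not by final OD600 alone; inactives centre near 13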
# MrgX1 PAM = positive allosteric modulators of MrgX1, primary screen, HEK293 cells, Fluo-4 calcium flux; 0.63% of 310,000 active; B-score at 10 µM; FDSS; stronger effect = higher value; Mas-related G-protein coupled receptor member X1 (Homo sapiens), Q96LB2;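 active means plate-corrected calcium response at least 3 library SD above typical, normal starting fluorescence, not activating the receptor alone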;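 further: compound read alongside a low EC10 to EC30 dose of BAM8-22 agonist; peak minus trough fluorescence over baseline measured at the second addition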
# MrgX1 antagonist = antagonists of human MrgX1 receptor, primary screen, HEK293 cells, Fluo-4 calcium flux. BAM8-22 antagonism; stronger effect = lower value. B-score at 10 µM. Mas-related G-protein coupled receptor member X1 (Homo sapiens), Q96LB2. 1.3% of 310,000 active;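 active means calcium-response B-score plate-corrected more than 3 library SD below zero, starting fluorescence within 5 deviations, no agonist response on first addition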;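 further: peak minus trough fluorescence over baseline after final BAM8-22 challenge near maximal dose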
# PolyA inhibitor = polyadenylation inhibitors in yeast reporter cells, primary screen, luminescence, S. cerevisiae; S. cerevisiae SKY197-pL101 polyadenylation reporter, beta-gal luminescence; efflux-impaired pdr1/pdr3 knockout yeast; score 100 = 6 SD above DMSO; calls only at 12 µM; 0.02% of 300,000 active; AID 1875, 2009;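 active means lowest replicate activity score at least 50, where 100 means six control SD above control mean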;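 further: yeast exposed to compound for 9 h at 30 °C; higher score means more reporter readthrough which indicates perturbed polyadenylation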
# TRPC4 PAM = positive allosteric modulators of TRPC4, primary screen, cell-based, mouse TRPC4beta, HEK293 mu-opioid, Fluo-4 calcium. 0.42% of 310,000 active. DAMGO EC20, Fluo-4 Ca2+ flux; stronger effect = higher value. Short transient receptor potential channel 4 (Mus musculus), Q9QUQ5. B-score at 10 µM;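 active means B-score of calcium response area above 5 SD of library B-scores, with initial fluorescence ratio within 5 SD of library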;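 further: B-score of integrated fluorescence ratio over time as area under calcium response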
# TRPC4 agonist = activators of mouse TRPC4 channel, primary screen, Fluo4 calcium, HEK293 TRPC4beta/mu-opioid cells. Short transient receptor potential channel 4 (Mus musculus), Q9QUQ5. AID 2237, 2010. 0.49% of 310,000 active. B-score at 10 µM. Fluo4 calcium fluorescence; stronger effect = higher value;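 active means B-score above 5 SD of library B-scores, and initial fluorescence ratio not above library mean plus 5 SD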;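 further: positive B-score marks a calcium rise read as TRPC4 activation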
#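 Assay system: HEK293 stable line with TRPC4beta plus mu-opioid receptor; schedule: 45 min room-temperature Fluo4 loading, 110 s read; technique: kinetic Fluo4 calcium fluorescence; evaluation: integrated baseline-normalised fluorescence ratio, converted to per-well B score; controls: buffer (low) and maximal DAMGO (high)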
# HIF act = HIF pathway transcriptional activators, primary screen, cell-based, U2OS HRE-luciferase, luminescence; U2OS HRE-luciferase reporter; normalized: DMSO 0%, desferrioxamine 100%; activation, % at 7.5 µM (by protocol); 0.32% of 300,000 active; AID 1910, 2009;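 active means mean activation of at least 10% of the iron chelator positive control signal, with at least half of replicates also reaching 10%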
# MrgX1 ag = agonists of human MrgX1 receptor, primary screen, HEK293 cells, Fluo-4 calcium flux; Mas-related G-protein coupled receptor member X1 (Homo sapiens), Q96LB2; Fluo-4 calcium fluorescence, agonist mode; stronger effect = higher value; B-score at 10 µM; 0.44% of 310,000 active; AID 588627, 2011;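 active means calcium response B-score plate-corrected fluorescence ratio at least 3 library SD, with starting fluorescence B-score inside 5 SD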
#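 times = overnight plating, then 30 min 37 °C plus 30 min room-temperature dye loading | assay system = stable human MrgX1 HEK293 cell line | input = fifteen thousand cells per well | signal = kinetic calcium dye fluorescence, Fluo-4 NW | dosing = compound delivered in addition one of three | read-out = B-scored fluorescence response ratio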
# TRPC6 inh = mouse TRPC6 channel inhibitors, primary screen, cell-based, HEK293, membrane potential dye | Short transient receptor potential channel 6 (Mus musculus), Q61143 | ACh-evoked depolarization; stronger effect = lower value | B-score at 10 µM | 1.1% of 310,000 active;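 active means B-score under library mean minus 3 SD, initial fluorescence not abnormally high, positive integrated signal ratio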;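 further: B-score derived from integrated fluorescence ratio over the kinetic read; more negative B-score means stronger inhibition of depolarization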
# * marks the source's active call; other numbers are inactive results; i = inactive; / = no result given. The list is partial; count on the stated rates, not on these rows.
SMILES,TRPC4 inh,TRPC6 act,AI-2 QS mod,MrgX1 PAM,MrgX1 antagonist,PolyA inhibitor,TRPC4 PAM,TRPC4 agonist,HIF act,MrgX1 ag,TRPC6 inh
CNC(=O)CC1C(=O)N(C)C(=S)N1NC(=O)c1ccccc1 (stereo not drawn),i,i,30,i,i,i,i,i,-0.3,i,i
O=C(Nc1nc(-c2cccs2)cs1)c1cccc(S(=O)(=O)N2CCCCC2)c1,i,i,/,i,i,i,i,i,-0.2,i,i
C#CCOCCOCCOCCNc1nc(N2CCN(C(=O)[C@H]([C@@H](C)CC)n3cc(CCCCN)nn3)CC2)nc(N2CCN(C(=O)[C@H](C)n3cc(CCC(=O)O)nn3)CC2)n1,i,i,1,i,i,i,i,i,1.0,i,i
Cc1ccc(S(=O)(=O)NCC(=O)N(CC(=O)NCC2CCCO2)c2cccc(F)c2)cc1 (stereo not drawn),i,i,19,i,i,i,i,i,0.0,i,i
Cc1ccc(N2C(=O)NC(NC(=O)C(C)(C)C)(C(F)(F)F)C2=O)cc1 (stereo not drawn),i,i,-1,i,i,i,i,i,-0.4,i,i
Cc1noc(C)c1C(=O)NNc1cc(Cl)ccc1Cl,i,i,25,i,i,i,i,i,0.9,i,i
COc1cccc(C(=O)NCCS(=O)(=O)NCCc2ccc(OC)c(OC)c2)c1,i,i,16,i,i,i,i,i,1.1,i,i
COc1ccccc1C(=O)NCCn1cc(SCC(=O)NCc2ccco2)c2ccccc21,i,i,13,i,i,i,i,i,/,i,i
CS(=O)(=O)N(CC(=O)N1CCN(c2ccccc2)CC1)c1cc(C(F)(F)F)ccc1Cl,i,i,-10,i,i,i,i,i,-0.3,i,i
COc1ccccc1C(=O)O/N=C1/CCCc2c1ccc(OC)c2[N+](=O)[O-],i,i,4,i,i,i,i,i,-1.0,i,i
Cc1ccc(-c2cc(C(=O)N(C)Cc3cnn(C)c3C)c3cc(Br)ccc3n2)cc1,i,i,8,i,i,i,i,i,/,i,i
Cc1cc(NC(=O)/C(C#N)=C/c2ccco2)n(-c2ccccc2)n1,i,i,-7,i,i,i,i,i,0.0,i,i
CC(=O)Oc1ccc(-c2ccc(C(=O)NCCc3ccc(S(N)(=O)=O)cc3)cc2)cc1,i,i,9,i,i,i,i,i,0.2,i,i
FC(F)(F)c1cc(-c2cccs2)nc2cc(-c3ccccc3)nn12,i,i,30,i,i,i,i,i,0.1,i,i
CCN(CC)C(=O)Cn1cc(C(=O)C(=O)N2CCc3ccccc32)c2ccccc21,i,i,6,i,i,i,i,i,-0.2,i,i
Cc1ccc(O)c(CNc2nc3ccccc3n2C)c1,i,i,11,i,i,i,i,i,2.6,i,i
COc1cc2c(cc1NC(=O)CSc1nc3ccc(C)cc3[nH]1)oc1ccccc12,i,i,21,i,i,i,i,i,0.0,i,i
COc1ccc2oc(C)c(C(=O)c3ccc(C)cc3)c2c1,i,i,2,i,i,i,i,i,1.8,i,i
C#CCNC(=O)C1=C[C@@H](c2csc3ccccc23)C[C@@H](OCc2ccc(CO)cc2)O1,i,i,20,i,i,i,i,i,-15,i,i
CCOC(=O)c1c(C)[nH]c(C)c1C(=O)CSc1nc2ccccc2c(=O)n1-c1ccc(Cl)cc1,i,i,16,i,i,i,i,i,0.3,i,i
COc1ccc(OCc2cc(C(=O)N3C[C@@H](C)O[C@@H](C)C3)no2)c(Cl)c1,i,i,33,i,i,i,i,i,3.2,i,i
Cc1c(NC(=O)C(C)N2C(=O)C3CCCCC3C2=O)c(=O)n(-c2ccccc2)n1C (stereo not drawn),i,i,2,i,i,i,i,i,-0.3,i,i
CCCCCn1c(CCCNC(=O)CC)nc2ccccc21,i,i,27,i,i,i,i,i,-0.1,i,i
CSc1nnc([C@@H](NC(=O)OC(C)(C)C)C(C)C)o1,i,i,32,i,i,i,i,i,-1.0,i,i
COC(=O)c1ccc2[nH]c(C)cc(=O)c2c1,i,i,12,i,i,i,i,i,-0.1,i,i
CN(C)c1ccc(/C=C(\C#N)C(=O)c2ccccc2)cc1,i,i,25,i,-6.3*,i,i,i,0.5,i,i
COc1ccc(C2=NC(=O)NC2c2ccc(OC)cc2)cc1 (stereo not drawn),i,i,16,i,i,i,i,i,-0.8,i,i
Cc1ccc(-c2ccc(/C=N\NC(=O)c3cc4c(ccc5ccccc54)o3)o2)cc1[N+](=O)[O-],i,i,13,i,i,i,i,i,-0.1,i,i
CNc1ccccc1NC(=O)C1CCCN1C(=O)OCc1ccccc1 (stereo not drawn),i,i,2,i,i,i,i,i,0.0,i,i
CCCCCOC(=O)C1=C(C)N(C)C(=O)NC1c1cc(Br)c(O)c(OC)c1 (stereo not drawn),i,i,20,i,i,i,i,i,-0.4,i,i
COc1ccc(S(=O)(=O)NC2CCCC2)cc1Br,i,i,8,i,i,i,i,i,0.0,i,i
CC(=O)c1cccc(NC(=O)NNC(=O)c2ccc(Cl)cc2Cl)c1,i,i,95,i,i,i,i,i,-34,i,i
COc1ccc2[nH]c3nc(SCC(=O)NNC(=O)c4ccc(OC)c(OC)c4)nnc3c2c1,i,i,4,i,i,i,i,i,-0.2,i,i
CCOC(=O)C1(Cc2ccc(OC)cc2)CCN(C(=O)CCN2CCCC2=O)CC1,i,i,15,i,i,i,i,i,0.5,i,i
O=C(Nc1ccc(S(=O)(=O)N2CCCCC2)cc1)C1CCN(C(=O)c2ccco2)CC1,i,i,/,i,i,i,i,i,-0.5,i,i
COc1ccc(OC)c(NC(=O)c2ccc(-c3csc(C)n3)cc2)c1,i,i,20,i,i,i,i,i,2.4,i,i
Cc1cccc2nc3ccccc3cc12,i,i,3,i,i,i,i,i,0.7,i,i
CCOC(=O)c1c(-c2ccccc2)nnn1-c1nc(OC)nc(N2CCOCC2)n1,i,i,8,i,i,i,i,i,0.1,i,i
Cc1cc(=O)oc2cc(OCC(=O)OCC(=O)NCCc3ccccc3)ccc12,i,i,17,i,i,i,i,i,-0.3,i,i
COC(=O)c1sc(N2C(=O)C(O)=C(C(=O)c3ccc(C)o3)C2c2ccc(OC)c(OC)c2)nc1C (stereo not drawn),i,i,43,i,i,i,i,i,0.6,i,i
COc1ccccc1NS(=O)(=O)c1cc(N2Cc3ccccc3C2=N)ccc1N1CCOCC1,i,i,4,i,i,i,i,i,-0.4,i,i
O=C(c1ccccc1)c1c[nH]c2cc3c(cc2c1=O)OCCO3,i,i,19,i,i,i,i,i,3.7,i,i
N/C(=N\OC(=O)Cc1ccccc1)c1ccccn1,i,i,-29,i,i,i,i,i,1.8,i,i
Clc1ccc2oc(-c3cccnc3)nc2c1,i,i,17,i,i,i,i,i,4.9,i,i
CSc1nn(-c2ccc(C(=O)OC(C(=O)NC(N)=O)C(C)C)cc2)c(=S)s1 (stereo not drawn),i,i,19,i,i,i,i,i,0.0,i,i
O=C(COC(=O)C1CCN(S(=O)(=O)c2cccs2)CC1)c1ccc2c(c1)OCCO2,i,i,7,i,i,i,i,i,0.3,i,i
CCOC(=O)c1c(NC(=O)CN2C(=O)NC3(CCCCC3C)C2=O)sc(C)c1CC (stereo not drawn),i,i,-6,i,i,i,i,i,0.3,i,i
COc1ccccc1C1CC(=O)NC(C)=C1C(=O)OCC1CCCO1 (stereo not drawn),i,i,6,i,i,i,i,i,0.2,i,i
CC(Nc1oc(-c2ccco2)nc1C#N)c1ccccc1 (stereo not drawn),i,i,31,i,i,i,i,i,-0.3,i,i
CCCC(=O)C1=C(O)C(C(=O)OC)C(C)(C)CC1=NCCc1ccc(OC)c(OC)c1 (stereo not drawn),i,i,-7,i,i,i,i,i,-0.5,i,i
c1cnc(N2CCSCC2)nc1,i,i,19,i,i,i,i,i,-0.1,i,i
O=C(Nc1ccccc1)OCCOc1ccccc1Br,i,i,-31,i,i,i,i,i,8.4,i,i
O=C(Nc1ccc(C2=NCCN2)cc1)c1ccc(Cl)c(C(=O)Nc2ccc(C3=NCCN3)cc2)c1,i,14*,35,i,i,i,i,i,-0.1,i,i
CN(C)S(=O)(=O)c1cccc(NC(=O)CCc2nc3cc(S(=O)(=O)N4CCOCC4)ccc3n2C)c1,i,i,30,i,i,i,i,i,-0.6,i,i
COc1ccc(C2(c3ccc(OC)cc3)NC(=O)N(CC(=O)NC(C)C)C2=O)cc1,i,i,38,i,i,i,i,i,-0.6,i,i
COc1ccc(C(=O)/C=C/c2ccc3c(c2)OCCO3)cc1,i,i,-52,i,i,i,i,i,0.4,i,i
CC(=O)Nc1ccc(NC(=O)c2ccc(NC(=O)c3ccccc3)cc2)cc1,i,i,7,i,i,i,i,i,-0.2,i,i
CC(C)C(=O)Nc1nnc(S(=O)(=O)N(C)c2ccc(Cl)cc2)s1,i,i,39,i,i,i,i,i,-1.7,i,i
N#Cc1ccc(CSCC(=O)O)cc1,i,i,22,i,i,i,i,i,0.2,i,i
Cc1ccc(C2C3=C(CC(C)(C)CC3=O)OC3=C2C(=O)CC(C)(C)C3)cc1,i,i,21,i,i,i,i,i,-0.2,i,i
O=C1CN(c2ccc(Cl)cc2)C2(CCCCC2)S1,i,i,13,i,i,i,i,i,-0.5,i,i
